KDM5B inhibitor: Primary screen for KDM5B Histone Demethylases FDH-coupled qHTS | Lysine-specific demethylase 5B (Homo sapiens), Q9UGL1 | KDM5B demethylase, FDH-coupled NADH fluorescence (FDH is formaldehyde dehydrogenase) | Potency, µM (top dose mostly 57.7 µM), for the others: at the highest dose activity change, negative = inhibition, actives largely listed as inhibitors | 2.6% of 220,000 active | AID 1347165, 2019; active means well fitted inhibition curve with a large enough effect; inconclusive means small, poorly fitted or top-dose-only effect; inactive means no such curve, though single readings can be large or run the other way; further: 0% is about no effect; nearly all actives have a fitted effect of over 70% in size
Target sequence (Q9UGL1 whole entry, looked up): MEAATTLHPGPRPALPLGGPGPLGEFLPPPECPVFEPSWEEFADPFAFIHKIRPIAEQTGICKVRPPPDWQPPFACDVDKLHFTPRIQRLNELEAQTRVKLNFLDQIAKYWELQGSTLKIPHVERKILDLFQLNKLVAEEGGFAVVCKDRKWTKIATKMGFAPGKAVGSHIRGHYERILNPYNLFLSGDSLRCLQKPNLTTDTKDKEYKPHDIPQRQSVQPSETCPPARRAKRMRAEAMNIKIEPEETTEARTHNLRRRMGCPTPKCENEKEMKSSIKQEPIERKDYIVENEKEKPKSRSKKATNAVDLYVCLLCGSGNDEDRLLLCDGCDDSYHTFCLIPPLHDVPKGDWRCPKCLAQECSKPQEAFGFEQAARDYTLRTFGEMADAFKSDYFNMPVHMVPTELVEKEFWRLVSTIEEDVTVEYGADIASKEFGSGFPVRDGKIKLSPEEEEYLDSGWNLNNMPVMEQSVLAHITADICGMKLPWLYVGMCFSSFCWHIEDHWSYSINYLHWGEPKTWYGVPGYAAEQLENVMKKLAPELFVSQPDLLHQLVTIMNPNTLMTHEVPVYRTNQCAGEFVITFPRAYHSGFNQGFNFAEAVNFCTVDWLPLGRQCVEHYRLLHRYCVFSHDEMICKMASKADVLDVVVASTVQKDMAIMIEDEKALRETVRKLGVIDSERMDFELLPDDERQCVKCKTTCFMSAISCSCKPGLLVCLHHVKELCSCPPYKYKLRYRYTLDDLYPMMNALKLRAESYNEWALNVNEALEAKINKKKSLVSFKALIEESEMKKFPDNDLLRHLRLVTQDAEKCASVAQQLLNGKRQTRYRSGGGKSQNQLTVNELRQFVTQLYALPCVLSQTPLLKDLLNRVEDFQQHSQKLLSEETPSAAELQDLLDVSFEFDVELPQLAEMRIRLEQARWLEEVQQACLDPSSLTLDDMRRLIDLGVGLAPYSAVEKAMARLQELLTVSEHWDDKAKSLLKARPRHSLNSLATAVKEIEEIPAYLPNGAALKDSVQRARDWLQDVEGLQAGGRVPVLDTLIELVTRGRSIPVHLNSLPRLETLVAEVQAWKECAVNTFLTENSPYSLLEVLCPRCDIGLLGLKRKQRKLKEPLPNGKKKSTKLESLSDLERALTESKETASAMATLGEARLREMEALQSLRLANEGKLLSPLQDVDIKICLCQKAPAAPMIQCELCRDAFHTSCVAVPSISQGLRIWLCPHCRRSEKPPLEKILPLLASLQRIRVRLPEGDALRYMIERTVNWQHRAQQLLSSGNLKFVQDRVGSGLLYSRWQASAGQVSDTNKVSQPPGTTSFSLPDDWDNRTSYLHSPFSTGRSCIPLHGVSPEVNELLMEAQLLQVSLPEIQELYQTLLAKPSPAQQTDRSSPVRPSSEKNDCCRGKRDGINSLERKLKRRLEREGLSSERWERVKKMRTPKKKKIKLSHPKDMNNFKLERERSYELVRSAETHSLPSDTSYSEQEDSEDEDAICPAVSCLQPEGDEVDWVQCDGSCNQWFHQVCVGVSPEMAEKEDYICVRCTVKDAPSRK
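KDM5BΔAP (200 nM final) in 50 mM HEPES pH 7.5, 0.01% Tween-20 was preincubated 10 min at RT with compound over a concentration range. Substrate mix (H3K4me3 12.5 µM, α-KG 25 µM, Fe²⁺, ascorbate, NAD⁺, FDH) was added, and NADH fluorescence change over 30 min gave dose-response curves.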
Starred values were filed as active, the others as inactive; ? = inconclusive; [ ] = dose if it differs, or a comment. Potency means the concentration at half of the fitted maximal effect. An excerpt, so the mix of outcomes need not match the whole.

nr	SMILES	KDM5B inhibitor
1	COC(=O)c1ccc(CN2C(=O)[C@@H]3C[C@@H](O)CN3C3(CN(Cc4cccc(OC(F)(F)F)c4)C3)C2=O)cc1	-9%
2	COc1cccc(N2C(=O)NC(=NC3CCCCC3)C23CCN(C(=O)c2ccccc2F)CC3)c1	5%[115 µM]
3	CN1C(=O)CCC2(CNC(=O)NCCc3ccccc3)CCCC=C12 (stereo not drawn)	-12%
4	CCN(CC)Cc1ccc(C(=O)NC)o1	-6%
5	COc1ccc(NC(=O)Cn2c(=O)oc3ccccc32)cc1	-18%
6	CCCS(=O)(=O)N1CCC(Oc2ccccc2-c2nc(-c3ccncc3)no2)C1 (stereo not drawn)	-21%
7	CCCCOc1ccc(C(=O)N(Cc2ccc(N(C)C)cc2)Cc2ccco2)cc1	?
8	CCN(CC)C1CCOC2(CCN(C(=O)Cc3c(C)noc3C)CC2)C1 (stereo not drawn)	-7%

Next part, starting with the last 4 of the part before.
nr	SMILES	KDM5B inhibitor
5	COc1ccc(NC(=O)Cn2c(=O)oc3ccccc32)cc1	-18%
6	CCCS(=O)(=O)N1CCC(Oc2ccccc2-c2nc(-c3ccncc3)no2)C1 (stereo not drawn)	-21%
7	CCCCOc1ccc(C(=O)N(Cc2ccc(N(C)C)cc2)Cc2ccco2)cc1	?
8	CCN(CC)C1CCOC2(CCN(C(=O)Cc3c(C)noc3C)CC2)C1 (stereo not drawn)	-7%
9	CCN1c2cc(C(=O)N3CCN(c4ccccn4)CC3)ccc2C(=O)N2CCCCC21 (stereo not drawn)	?
10	O=C(O)C1CN(CC2CC2)CCN(C(=O)c2cc(=O)[nH]o2)C1 (stereo not drawn)	26%
11	CCCc1cc(-c2nc3c([nH]2)CC(c2ccccc2OC)CNC3=O)on1 (stereo not drawn)	38%
12	COc1ccc(-c2c3c(=O)n(C)c(=O)n(C)c3cn2-c2ccccc2O)cc1	?
13	O=C(Nc1nn(-c2cccc(F)c2)c2cccc(N3CCOCC3)c12)C1CCC1	32µM*
14	Cc1oc(-c2cc(F)ccc2F)nc1CN1CCN(c2ccccc2)CC1C (stereo not drawn)	8%
15	CCOC(=O)c1[nH]c2ccc(C)cc2c1NC(C)=O	?
16	COc1ccc(Cn2c(C3CCN(C(=O)c4ccc(C#N)cc4)CC3)n[nH]c2=O)cc1	-11%
17	O=C1NC(C(=O)NC2CCN(Cc3ccccc3)CC2)Cn2cccc21 (stereo not drawn)	-11%
18	CC(=O)c1ccc2[nH]c(C(=O)O)cc2c1	20%
19	CC(=O)NC1(C(F)(F)F)C(=O)Nc2c1c(=O)[nH]c(=O)n2Cc1ccccc1 (stereo not drawn)	-16%
20	CCOc1ccc(NC(=O)CN(C)C(=O)c2ccc(OCC3CCCO3)cc2)cc1OCC (stereo not drawn)	-3%
21	CCOC(=O)N1CCc2c(sc3c2c(=O)n(-c2ccc(Cl)cc2)c(=O)n3CC(=O)c2ccc(F)cc2)C1	-16%
22	Cc1ccc(-c2nn(CCC(=O)N3CCN(Cc4ccccc4)CC3)c(=O)c3ccccc23)cc1	5%
23	Cc1cccc(Cn2c(=O)n(CCC(=O)NCc3ccc4c(c3)OCO4)c(=O)c3sccc32)c1	-2%
24	COc1ccc(S(=O)(=O)N2CCN(CC(=O)NC(C)c3cccs3)CC2)cc1 (stereo not drawn)	10%
25	O=C(NCc1ccccc1)c1cc2n(n1)CC(c1ccc(Cl)cc1)OC2 (stereo not drawn)	-21%
26	CCOc1ccccc1NC(=O)CN1C(=O)COc2ccc(S(=O)(=O)NC3CCCC3)cc21	-27%
27	COC(=O)c1ccc(Nc2ncnc3c2nc2n3CCCC2)cc1	?
28	Cn1c(-c2cccc(Br)c2)cnc1NCc1cccc(F)c1	?
29	CCC1CCCCN1S(=O)(=O)c1ccc(C(=O)Nc2sc3c(c2C(=O)NC)CCC3)cc1 (stereo not drawn)	?
30	Cc1ccc(CSC2=Nc3ccccc3C3=NC(CCC(=O)NC4CCCCC4)C(=O)N23)cc1 (stereo not drawn)	?
31	Cc1ccc(NC(=O)CCn2cnc3c2c(=O)n(C)c(=O)n3C)cc1Cl	11%
32	COc1ccccc1NC(=O)Cn1c(=O)n(Cc2ccccc2)c(=O)c2c1c1cc(C)ccc1n2C	?
33	O=C(Nc1cccc(-c2nc3cc(Cl)ccc3o2)c1)c1cccc([N+](=O)[O-])c1	16%
34	OCC1CCCCC1CN1CCNCC1 (stereo not drawn)	7%
35	NC(=O)c1ccccc1NC(=O)COc1ccc(Cl)cc1	-2%
36	CCOC(=O)c1cc(-c2ccccc2)n(CCCC(=O)Nc2cc(C)ccc2OC)c1C	?
37	CCOc1ccccc1N1CN(C2CCCCC2)CNC1=S	40%[activator]
38	CN(Cc1ccccc1)C(=O)CN1CC2CC(C1)[C@H]1CCCC(=O)N1C2 (stereo partly drawn)	25%
39	O=C(CCC1CCCC1)N1CCC(Cc2nc(C3CCOCC3)no2)CC1	-4%
40	COc1cccc(-c2cc(-c3cn[nH]c3)c3cncn3c2)c1	40µM*
41	O=C(CCc1cc2n(n1)CCCNC2)NCc1csc2c1CCCC2	20%
42	CC(=O)N1CCN(C(=O)CCC2CCN(c3cc(NC4CC4)ncn3)CC2)CC1	18%
43	CC1CCN(C(=O)C2(CCO)CC23CCOCC3)CC1 (stereo not drawn)	-2%
44	CCOc1cccc(C(=O)Nc2ccc(OCC)c3ncccc23)c1	16%
45	CCOC(=O)Nc1ccc(N2CCOCC2)c(S(=O)(=O)N2CCOCC2)c1	4%
46	CCC(=O)NCCSCc1ccsc1	14%
47	CCc1nn(-c2ccc(OC)cc2)c(Oc2ccccc2F)c1CCC(=O)NC(C)C	13%
48	O=C1c2c(-c3nc(-c4ccsc4)no3)nnn2CCN1Cc1ccc(Cl)cc1	-25%
49	CC(C)CCN1CCc2c(sc3ncnc(N4CCN(C)CC4)c23)C1	?
50	COc1ccc(C(=O)N[C@@H]2CN(Cc3cccc(OC)c3)CCC[C@H]2O)cc1	?
51	O=C(NCCN1CCCC1)C1CCN(C(=O)N2CC3CC(C2)[C@H]2CCCC(=O)N2C3)CC1 (stereo partly drawn)	-22%
52	CCC(C)c1ccccc1NC(=S)NC(=O)c1ccco1 (stereo not drawn)	-13%
53	Cc1ccc(NC(=O)c2oc3ccc(S(=O)(=O)N4CCC5(CC4)OCCO5)cc3c2C)cc1Cl	-37%
54	Cc1ccc(OCc2nc(C3CN(C(=O)Cc4ccsc4)C3)no2)cc1	-24%
55	Cc1cc2cc(CNC(=O)COc3ccccc3)ccc2n1C	-9%
56	C=CCc1ccc(OCC(O)CN2CCN(c3ccccc3OC)CC2)c(OC)c1 (stereo not drawn)	6%
57	CCC(=O)Nc1ccc(-c2csc(NC3CC3)n2)cc1	-18%
58	CN(CC1CCOC1)C(=O)Nc1cc(F)cc(F)c1 (stereo not drawn)	14%
59	O=C1N(Cc2cccc(C(F)(F)F)c2)c2ccccc2S(=O)(=O)N1c1cccc(Cl)c1	-11%
60	Cc1ccc2oc(=O)n(CCNC(=O)Nc3ccccc3C)c2c1	-55%
61	COc1ccc(C2C=C(c3ccccc3)Nc3nc(NC(C)=O)nn32)cc1 (stereo not drawn)	?
62	O=C(c1cccnc1)N1CCCC2(C1)C(=NC1CCCCC1)NC(=O)N2c1cccnc1 (stereo not drawn)	10%
63	COc1ccc(-c2ccnc(N[C@H]3CO[C@H]4[C@@H]3OC[C@@H]4NS(=O)(=O)c3ccc(C)cc3)n2)cc1	-34%
64	NNC(=O)CCN(Cc1ccco1)S(=O)(=O)c1ccc(Cl)cc1	21%

More records.
nr	SMILES	KDM5B inhibitor
65	NNc1ccc(Cc2ccc(NN)cc2)cc1	-24%
66	O=C(CCc1ncc(-c2ccc(F)cc2)o1)NCc1cccc(Cl)c1	5%
67	COc1ccc2oc(=O)c(-c3cn4c(n3)sc3cc(OC)ccc34)cc2c1	-4%
68	Nc1cc(Cl)ccc1Sc1ccccc1	-16%
69	CC(Oc1ccc(-c2ccccc2)cc1)C(=O)NC(C)(C#N)C(C)C (stereo not drawn)	5%
70	CC(C)c1cnc2c(c1SCc1cccc(C(F)(F)F)c1)c(=O)n(C)c(=O)n2C	-10%
71	CNC(=O)c1ccc(C2Nc3cc(C(F)(F)F)ccc3S(=O)(=O)N2)cc1 (stereo not drawn)	?
72	COc1ccc2[nH]c(C[C@@H]3C[C@@H](C(C)C)[C@H](CNC(=O)c4cccnc4)C=C3C)nc2n1	?
73	O=C(NCCN1CCOCC1)c1cc(-c2ccc(Cl)s2)nc2ccccc12	?
74	Cc1cnc(CCNC(=O)c2cccc(C#N)c2)n1C1CC1	16%
75	Cc1ccc(N=Cc2c(O)c3ccccc3n(C)c2=O)cc1	?
76	CC(=O)c1ccc(C(=O)Nc2nc3ccc(S(=O)(=O)N(C)C)cc3s2)cc1	4%
77	CCN(CC)Cc1ccc(CNC(=O)c2ccc(Br)cc2F)cc1	18%
78	CC(C)c1ccc(OCC(=O)NCCS(=O)(=O)N2CCN(c3ccc(F)cc3)CC2)cc1	2%
79	CC(C)c1ccc(C(=O)N2CCCC[C@H](N(C)C)C2)c(=O)n1C	-19%
80	O=C(CSc1nnc(Nc2cccc(F)c2)s1)Nc1ccnn1C1CCCC1	-1%
81	CC1CCCCC1NC(=O)C1(c2ccccc2)CCC1 (stereo not drawn)	12%
82	O=C(C1CCCCC1)N1CCN(C2CCN(Cc3cccnc3)C2=O)CC1 (stereo not drawn)	5%
83	Cc1ccc(-c2nn(-c3ccc(F)cc3)c3c2cnc2cc(F)c(F)cc23)cc1	-12%
84	O=C(O)CCCc1ccncc1	14%
85	COc1cc(-c2onc(C)c2C(=O)NCCCOC(C)C)cc(OC)c1OC	32µM*
86	COCC(=O)N1CCN(Cc2nc(C(C)C)no2)CC1	-5%
87	O=C(Nc1ccc2c(c1)OCO2)Nc1ccccc1F	-13%
88	CCOc1ccc(C(=O)N2CCC3(CC2)N=C(c2ccc(Cl)cc2)NO3)cc1	28µM*
89	COc1ccc(-c2c(C)oc3cc(OCCN4CCC(C)CC4)ccc3c2=O)cc1	12%
90	CC(C)NC(=O)C1=NOC2CN(C(=O)Nc3cccnc3)CC12 (stereo not drawn)	-3%[149 µM]
91	CCC(=O)N1c2ccccc2CC1C(=O)NCc1ccc(OC(C)C)cc1 (stereo not drawn)	-19%
92	Cc1cccn2c(=O)cc(COc3cccc(NC(=O)COc4ccc(F)cc4)c3)nc12	-16%
93	CN(CC(=O)Nc1ccc(Cl)c(Cl)c1)S(=O)(=O)Cc1ccc(F)cc1	9%
94	Cn1c(=O)n(CCc2ccccc2)c(=O)c2c1nc1n2CCN1c1ccc(Cl)cc1	-28%
95	Cc1[nH]c(=O)c(C#N)c(C)c1CCC(=O)NCc1ccc(Cl)cc1	-2%
96	NC(=O)COC(=O)c1ccc(C2Nc3ccccc3S(=O)(=O)N2)cc1 (stereo not drawn)	?

3 of the entries above in order of their number in KDM5B inhibitor, high to low:
nr	SMILES	KDM5B inhibitor
40	COc1cccc(-c2cc(-c3cn[nH]c3)c3cncn3c2)c1	40µM*
85	COc1cc(-c2onc(C)c2C(=O)NCCCOC(C)C)cc(OC)c1OC	32µM*
88	CCOc1ccc(C(=O)N2CCC3(CC2)N=C(c2ccc(Cl)cc2)NO3)cc1	28µM*

Carrying on.
nr	SMILES	KDM5B inhibitor
97	O=C(CNC(=O)c1cccc(N2C(=O)c3ccccc3C2=O)c1)Nc1ccc(F)c(F)c1	11%
98	CCOc1nc2ccccc2nc1N1CCC(C(=O)NCc2ccc(C)cc2)CC1	11%
99	Cc1ccc(Cn2nc(C)c3cc(C(=O)N4CCN(CC(=O)N(C)C)CC4)sc32)cc1	-11%
100	CC(C)(C)CCN1CCCC(COc2ccccc2C(=O)N2CCCC2)C1 (stereo not drawn)	13%
101	O=C(NCCN1CCCCC1)c1ccc(Cn2c(SCc3cccc(F)c3)nc3cccnc32)cc1	?
102	CCC(C)NC(=O)c1ccc(CNC(=O)C2CCCCC2)cc1 (stereo not drawn)	7%
103	CCOC(=O)c1cnc2ccccc2c1N1CCC(C(N)=O)CC1	-6%
104	CC(C)c1ccccc1OCC(O)Cn1cnc2c(cnn2-c2ccc(F)cc2)c1=O (stereo not drawn)	-8%
105	COc1ccc(-c2nc(C)nc3c2CCN([S+](=O)([O-])c2cccc(OC)c2)CC3)cc1	3%
106	CN(C)C(=O)CN1CCCN(Cc2nc3ccccc3o2)CC1	5%
107	Cc1cccc(NC(=O)CSc2nc3ccccc3c(=O)n2CC2CCCO2)c1 (stereo not drawn)	33%
108	CCCN(CCC)c1ccc(NS(=O)(=O)c2ccc(C(C)=O)cc2)cc1C(=O)O	22%
109	CCCC(=O)N1Cc2ccccc2CC2(CCN(CC)C2)C1 (stereo not drawn)	3%[149 µM]
110	CC(Sc1ccc2c(c1)OCCCO2)C(=O)c1c[nH]c2ccccc12 (stereo not drawn)	-3%
111	CC(Sc1ncc(-c2ccc(Br)cc2)n1C)C(=O)NC(N)=O (stereo not drawn)	-12%
112	O=C(CCc1ncc(-c2ccc(F)cc2)o1)N1CCN(c2ccc([N+](=O)[O-])cc2)CC1	-10%
113	COc1ccc(S(=O)(=O)Oc2ccc3cccc(N)c3c2)cc1	-19%
114	COC(=O)/C(C#N)=C/c1ccc(-c2ccc(Br)cc2)o1	5%
115	Cc1noc(C)c1[S+](=O)([O-])NC1CCN(c2nc3ncccc3o2)CC1	?
116	CC(=O)Nc1ccc(NC(=O)Cn2c(C)cc3nc4n(c(=O)c32)CCCC4)cc1	10%
117	O=C(CCc1ccccc1)NNc1ccc(F)cc1	?
118	Cc1ccc(-c2cc(C(=O)NC(C)CCc3ccccc3)c3cc(Br)ccc3n2)cc1 (stereo not drawn)	14%

Screening data deposited in PubChem BioAssay by National Center for Advancing Translational Sciences (NCATS).
